Tat export inh – E. coli Tat transport inhibition. inhibition, % at 10 µM. E. coli MC4100 TorA-mCherry Tat export, fluorescence. 340,000 compounds, 0.036% hits. AID 488895;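 active = mean replicate inhibition at least 50% and at least half of replicates individually reaching 50%; inconclusive = only one of the two criteria met; inactive = neither criterion met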;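 also: exported cargo escapes ClpAP degradation while cytoplasmic cargo is degraded and loses fluorescence; 0% = median of neutral control wells and 100% = median of NaSCN control wells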
CAL PDZ inh – human CAL PDZ-peptide interaction inhibition; 330,000 compounds, 0.02% hits; AID 504414; Q9HD26; inhibition, % at 20 µM; purified CAL PDZ, TMR-peptide fluorescence polarization, 1 h;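 active = highest replicate inhibition of at least 40%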;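 also: plate controls were DMSO neutral control wells for no effect and unlabeled competitor peptide control wells for full effect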
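Material: tagged CAL PDZ protein CerCALP, purified; buffer or medium: sodium phosphate/NaCl buffer pH 7.4 with TCEP, IgG, Thesit; also added: fluorescent TMR peptide probe; schedule: 1 h incubation at room temperature before polarization reading; technique: fluorescence polarization from S- and P-plane intensities, G-factor corrected; control set: unlabelled peptide and DMSO controls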
E coli growth – reduces bacterial viability in AddAB counter-screen; E. coli V3065 growth, OD600 absorbance, 18 h; inhibition, % at 11.9 µM; 330,000 compounds, 0.27% hits;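 active = inhibition above the campaign's mean inhibition across all tested compounds plus 3 SD, cut at about 9.9% in these data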;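 also: uninfected addAB+ strain grown without phage in ampicillin broth; 0% = DMSO wells and 100% = ciprofloxacin 0.95 µg/ml wells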
AddAB inh – less growth of phage-infected E. coli with AddAB; AID 435030; 330,000 compounds, 0.29% hits; E. coli expressing H. pylori AddAB, absorbance growth; inhibition, % at 11.9 µM; in the data active = inhibition above about 12%;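 also: 0% = vehicle wells of infected cells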
Wnt bcat act – activators of Wnt/beta-catenin signaling; Wnt/beta-catenin reporter cell assay, activator, plate reader; activation, % at 9.35 µM; 300,000 compounds, 1.2% hits; AID 743398; in the data active = activation above about 30%, passing the limit was not always enough; inconclusive = no clear call, values can overlap the other calls;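 also: 0% = neutral control wells and 100% = positive control wells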
PfHsp90 yeast 2 – growth inhibition of yeast expressing Plasmodium Hsp90. inhibition, % at 9.4 µM. AID 504621. S. cerevisiae expressing PfHsp90, BacTiter-Glo ATP, 48 h; yeast lacking PDR1 and PDR3 efflux regulators. 310,000 compounds, 0.32% hits;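 active = every replicate shows inhibition above about 80%, whatever the replicate mean, limit read from the data; inconclusive = mean inhibition reaches the set limit but some replicate falls short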;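 also: 0% = DMSO neutral controls and 100% = 20 µM radicicol positive controls; yeast relying on Plasmodium falciparum Hsp90 in place of its own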
DAGLB inhibitor – diacylglycerol lipase beta (human) inhibition. HEK293T DAGLB membrane lysate, EnzChek fluorogenic substrate. inhibition, % at 5.17 µM. 340,000 compounds, 0.059% hits; in the data active = inhibition above about 34%;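 also: 0% = enzyme with vehicle and 100% = wells lacking enzyme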
Target sequence (Q8NCG7 whole entry, looked up): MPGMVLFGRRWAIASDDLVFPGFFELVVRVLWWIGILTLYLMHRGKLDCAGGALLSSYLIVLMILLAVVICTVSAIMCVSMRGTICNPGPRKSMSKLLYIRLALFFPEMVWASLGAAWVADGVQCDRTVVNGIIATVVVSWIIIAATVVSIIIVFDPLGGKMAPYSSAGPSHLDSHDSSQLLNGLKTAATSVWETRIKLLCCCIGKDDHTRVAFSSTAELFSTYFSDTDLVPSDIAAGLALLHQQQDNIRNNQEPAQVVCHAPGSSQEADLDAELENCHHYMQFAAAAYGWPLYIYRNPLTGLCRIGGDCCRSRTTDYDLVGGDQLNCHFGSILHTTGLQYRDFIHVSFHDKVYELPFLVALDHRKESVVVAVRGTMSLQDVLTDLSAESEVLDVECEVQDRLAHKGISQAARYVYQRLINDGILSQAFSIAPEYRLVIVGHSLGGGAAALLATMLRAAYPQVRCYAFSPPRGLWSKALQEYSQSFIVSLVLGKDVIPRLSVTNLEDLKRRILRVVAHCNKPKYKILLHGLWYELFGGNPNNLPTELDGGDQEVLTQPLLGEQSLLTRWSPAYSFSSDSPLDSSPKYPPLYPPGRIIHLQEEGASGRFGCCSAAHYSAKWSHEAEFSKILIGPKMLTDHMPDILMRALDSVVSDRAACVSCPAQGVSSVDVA
PvdQ acylase – blocks Pseudomonas aeruginosa PvdQ acylase activity. inhibition, % at 10 µM. purified PvdQ acylase, fluorescence plate reader. 340,000 compounds, 0.063% hits. AID 488965; in the data active = inhibition above about 30%, passing the limit was not always enough; inconclusive = no clear call, values can overlap the other calls;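 also: 0% = vehicle neutral wells and 100% = reference inhibitor wells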
Rtt109 Vps75 – inhibitors of Candida albicans Rtt109/Vps75 histone acetyltransferase; Q5AAJ8; purified Rtt109/Vps75, ThioGlo CoA-SH fluorescence, 4 h; inhibition, % at 34.9 µM; 330,000 compounds, 0.16% hits; AID 540336;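 active = inhibition of at least 50% in every replicate; inconclusive = best replicate reaches 50% inhibition but some replicates fall short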
Target sequence (Q5AAJ8 whole entry, looked up): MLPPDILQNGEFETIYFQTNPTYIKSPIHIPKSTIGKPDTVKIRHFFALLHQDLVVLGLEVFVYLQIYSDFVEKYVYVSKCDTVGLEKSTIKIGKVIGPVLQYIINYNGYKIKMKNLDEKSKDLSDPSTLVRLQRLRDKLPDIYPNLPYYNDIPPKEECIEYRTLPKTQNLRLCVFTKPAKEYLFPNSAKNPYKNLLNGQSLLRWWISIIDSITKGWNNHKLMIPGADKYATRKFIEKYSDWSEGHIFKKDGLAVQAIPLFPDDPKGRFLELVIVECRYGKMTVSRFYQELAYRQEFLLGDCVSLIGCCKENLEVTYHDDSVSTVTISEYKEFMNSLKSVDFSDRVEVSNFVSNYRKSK
phage Ecoli inh – E. coli growth loss with phage present; 360,000 compounds, 0.26% hits; inhibition, % at 11.9 µM; growth absorbance; in the data active = inhibition above about 11%
Starred values were filed as active, the others as inactive; ? = inconclusive; · = no result given.

SMILES	Tat export inh	CAL PDZ inh	E coli growth	AddAB inh	Wnt bcat act	PfHsp90 yeast 2	DAGLB inhibitor	PvdQ acylase	Rtt109 Vps75	phage Ecoli inh
Cc1ccc(Oc2cc(C#N)c(C#N)cc2-n2nnc3ccccc32)cc1C	-2	-2.2	-1.5	4.3	·	-1	-1	-14	-6	·
CCN(C(=O)COC(=O)c1ccc(O)cc1)c1cccc2ccccc12	1	0.8	-1.2	1.1	-2	-10	1	-1	4	2.7
CCCn1c(NC(=O)CCS(=O)(=O)c2ccc(C)cc2)nc2ccccc21	9	-2.8	-1.7	-3.8	-2	·	-2	1	-4	-0.2
COc1ccc(-c2cc(C(F)(F)F)nc(SCCC(=O)N3CCN4CCCC4C3)n2)cc1 (stereo not given)	5	0.1	-2.6	2.2	-4	1	-1	6	13	-0.7
CCCOC(=O)/C=C/c1c(C)[nH]c(=O)[nH]c1=O	-1	0.3	1.4	4.1	-1	-19	0	-6	4	3.3
CCOC(=O)c1ccc(N(C(=O)c2cnccn2)C(C(=O)NC2CCCCC2)c2cn(C)nc2C)cc1 (stereo not given)	-8	-1.1	-1.2	1.9	-4	-5	0	-4	5	2.3
CC1(C(=O)NC2CCCC2)CCC(=O)N1Cc1ccccc1Cl (stereo not given)	-8	0.7	-0.6	3.6	2	-9	-1	-3	-3	2.8
COc1ccc(C2C(Oc3ccccc3C)C(=O)N2Cc2ccc(F)cc2)cc1OC (stereo not given)	4	-0.6	1.6	2.1	·	1	-3	1	4	3.6
N#Cc1cccc(C(=O)Nc2cc(S(=O)(=O)N3CCOCC3)ccc2N2CCCC2)c1	14	-0.5	0.8	-0.7	-2	·	0	8	12	2.4
Cc1ccc(S(=O)(=O)N2CCCC(C(=O)NCc3ccco3)C2)cc1Cl (stereo not given)	1	-3.5	-2.5	0.3	·	·	2	-6	-1	1.7
CCC1=NN(C(=O)c2ccccc2O)C(O)(c2ccccc2)C1 (stereo not given)	22	-0.2	1.1	4.3	2	17	0	-8	1	6.2
Cc1ccc(NC(=O)Cc2ccc(Cl)cc2)nc1	3	-1.6	0.8	6.2	8	8	1	-15	0	3.3
CC1CN(C2CCN(C(=O)c3cccc(Cl)c3)CC2)CC(C)O1 (stereo not given)	-3	-2.8	0.7	0.7	-4	-8	1	-14	-7	-0.6
COc1ccc(Br)cc1CN(C)C(=O)c1ccccc1SCC(=O)N1CCCC1	-5	-0.5	·	·	1	-4	-4	8	-7	3.7
Cc1ccc(NC(=O)CSc2nnc(C)c(=O)n2N)cc1Cl	-6	-1.0	1.1	2.7	-3	-2	-1	13	18	2.8
CCOC(=O)Cc1nn2c(=O)cc(C)nc2s1	1	0.2	-1.4	-0.8	1	-18	-3	9	4	2.6
CC1CCCCC1NC(=O)C1Cc2ccccc2CN1S(C)(=O)=O (stereo not given)	-2	-1.1	-0.8	3.0	0	2	-2	9	7	1.8
COc1ccc(-n2c(SCC(=O)NNC(=O)c3ccc(C)cc3)nnc2-c2ccncc2)cc1	-1	-0.4	-0.9	2.1	·	-3	-2	-26	-10	3.0
COc1ccc(-c2nn(-c3ccccc3)cc2C(=O)Nc2nccs2)cc1OC	-5	-5.2	0.2	-3.2	·	-3	0	-7	1	0.2
OC1CNc2c(ccc3ccccc23)C1 (stereo not given)	0	-0.2	·	·	15	23	0	-16	4	2.6
CCN(CC)c1nc(Nc2ccccc2)nc(Oc2ccc(C(=O)OC)cc2)n1	2	-0.5	1.3	0.8	·	·	-7	4	14	1.5
COc1ccc(Cc2nnc(NS(=O)(=O)c3ccc(NC(C)=O)cc3)s2)cc1	-9	-2.9	-3.3	2.9	0	-2	-1	-13	-3	1.2
Cn1cnnc1SCC(=O)Nc1ccccc1	-6	-0.9	-1.7	0.3	0	8	0	-15	-21	1.6
CC(C)(C)C(=O)Nc1cccc2[nH]ncc12	3	0.0	-1.5	1.4	-1	-8	-1	7	-8	2.3
COc1ccccc1CNC(=O)COC(=O)c1ccc([N+](=O)[O-])o1	-1	0.5	0.9	0.4	0	9	0	-7	4	5.2
CCOCCCNC(=O)c1ccccc1NC(=O)C1=C(C)OCCS1	-4	-0.4	-3.3	-0.2	0	6	-3	1	-1	0.7
COC(=O)c1cc(C(=O)OC)cc(-n2c(C)cc(C(=O)CC#N)c2C)c1	-1	-0.4	-0.4	3.2	·	-19	4	-22	2	0.4
COC(CNC(=O)c1ccc(Cn2c(=S)[nH]c3cc4c(cc3c2=O)OCO4)cc1)OC	4	-1.7	0.2	1.7	-7	15	1	-4	0	3.5
C(=N\n1cnnc1)/c1cccs1	-5	0.1	-0.4	1.9	·	8	-1	-13	6	-1.8
Cc1ccc(NNC(=O)c2snnc2C)cc1Cl	5	-0.6	0.2	1.1	6	12	4	-7	-4	2.2
Cc1ccc(S(=O)(=O)N2CCCC2)cc1C(=O)NC1CCCCC1	7	-0.7	0.3	4.0	-2	-3	-3	-1	1	-2.6
CN(Cc1ccc(F)cc1)C(=O)c1ccc2c(c1)NC(=O)CS2	5	-0.2	1.9	6.1	-3	-17	2	-5	3	0.3
COc1ccc(-c2cc(N3C(=O)Nc4ccccc4N3O)n[nH]2)cc1	-5	-2.8	-2.7	-1.0	-12	1	1	-12	10	2.8
CCOC(=O)c1[nH]c2ccccc2c1NC(=O)Nc1ccc(OC)cc1	-7	0.0	1.0	2.8	·	·	4	-11	3	1.7
CN(Cc1ccccc1)C(=O)c1cccc(NC(=O)Cc2ccc(NC(=O)C3CCN(S(=O)(=O)c4cccc([N+](=O)[O-])c4)CC3)cc2)c1	-4	0.6	·	·	-2	-10	1	14	4	2.6
O=C(Nc1cccnc1)C1CCCN(c2ncnc3c2nc2n3CCCCC2)C1 (stereo not given)	3	-2.4	-3.5	0.5	0	2	-2	-3	-2	0.9

Entries of single compounds as entered above. Order of screens: Tat export inh, CAL PDZ inh, E coli growth, AddAB inh, Wnt bcat act, PfHsp90 yeast 2, DAGLB inhibitor, PvdQ acylase, Rtt109 Vps75, phage Ecoli inh
Record of `COc1ccccc1CNC(=O)COC(=O)c1ccc([N+](=O)[O-])o1` = -1, 0.5, 0.9, 0.4, 0, 9, 0, -7, 4, 5.2
Record of `C(=N\n1cnnc1)/c1cccs1` = -5, 0.1, -0.4, 1.9, ·, 8, -1, -13, 6, -1.8
Record of `Cc1ccc(NNC(=O)c2snnc2C)cc1Cl` = 5, -0.6, 0.2, 1.1, 6, 12, 4, -7, -4, 2.2

(continued)
SMILES	Tat export inh	CAL PDZ inh	E coli growth	AddAB inh	Wnt bcat act	PfHsp90 yeast 2	DAGLB inhibitor	PvdQ acylase	Rtt109 Vps75	phage Ecoli inh
CSc1nc(C)cc(OCC(=O)N2CCOCC2)n1	-2	-0.4	-2.2	4.3	·	·	-1	-5	1	-0.4
O=C(Nc1ccccc1Oc1ccccc1)c1cccs1	7	·	0.4	-0.1	0	-96	-6	-14	2	2.1
CCOC(=O)c1ccc2ncc(C(=O)OCC)c(NCCCN3CCOCC3)c2c1	0	-2.1	2.9	3.0	3	-4	1	-7	-1	0.6
CCCCn1c(N)c(N(CC)C(=O)c2c(C)noc2C)c(=O)[nH]c1=O	3	-1.6	-1.8	-0.2	-1	5	-1	5	0	2.7
CC(=O)Nc1ccc(C(=O)N/N=C(\C)CC(=O)Nc2ccc(OCc3ccccc3)cc2)cc1	-7	-0.1	-1.9	1.4	·	10	1	-14	-3	-0.4
COc1ccc(OC)c(S(=O)(=O)N2CCC(C(=O)NC3CC3)CC2)c1	?	-0.5	0.4	4.4	0	12	-1	-8	-1	1.2
COC(=O)c1ccccc1NC(=O)C(CCS(C)(=O)=O)NC(C)=O (stereo not given)	-11	0.2	-3.3	1.1	·	11	-3	-1	-6	0.8
CCOC(=O)NC(NC(=S)Nc1ccc(OC)cc1)C(Cl)(Cl)Cl (stereo not given)	-3	-1.0	0.1	2.6	-5	-15	1	1	15	4.2
COc1ccc(NC(=O)CCn2c(=O)c3cccn3c3ccccc32)c(OC)c1	5	-2.2	0.2	1.5	1	-18	-3	-16	-3	1.3
Nc1cccc(CCc2nc3ccccc3[nH]2)c1	-4	-0.6	-0.2	2.4	8	4	0	0	9	4.0
CCOc1ccc(NC(=O)CN2CCN(C3c4ccccc4-c4ccccc43)CC2)cc1	-10	-1.6	-0.3	-0.2	·	·	-1	0	-2	3.0
COc1ccc(/C=C2\CCC(C3CCCC3)C2=O)cc1OC (stereo not given)	-14	-1.1	-1.8	-2.9	33*	-11	-6	-13	4	1.4
CCN(CC(=O)NCc1ccc(F)cc1)C(=O)CN1CCN(c2ccccc2OC)CC1	10	-3.3	-1.0	1.3	0	-35	1	-4	-14	4.2
NC(=O)c1ccc(=O)n(C2OC(CO)C(O)C2O)c1 (stereo not given)	1	-0.1	·	·	-5	·	1	8	-5	2.3
Cc1ccc(Cn2c(C3CCCN3c3nc(-c4ccc(F)cc4)cs3)nc3cc(C(F)(F)F)ccc32)cc1 (stereo not given)	-2	-0.8	-2.5	2.1	7	13	-3	-9	-5	1.0
Cc1ccc2nc(C3CCCN(C(=S)Nc4cccc(C)c4C)C3)[nH]c2c1 (stereo not given)	4	-2.9	2.0	3.3	-5	-4	-1	14	19	3.6
CCC(CO)Oc1cc(NCc2cccc(C(F)(F)F)c2)c2ncn(C(C)C)c2c1 (stereo not given)	22	-0.5	-2.5	-0.4	-2	-6	1	-5	-1	1.3
CCn1nc(C)c(CNC(=O)Nc2ccc3c(c2)OCO3)c1C	-1	0.1	-2.9	0.4	17	8	-2	-11	-4	1.2
COC(=O)NCc1ccc(Cl)c(Cl)c1	-9	0.9	0.2	1.0	·	-15	1	10	8	4.1
COc1ccc(OC)c(NC(=O)COc2ccc(Br)cc2)c1	8	1.2	0.5	4.0	0	12	-19	-5	1	0.7
CC1CC(C)CN(c2nc3c(c(=O)n(C)c(=O)n3C)n2C)C1 (stereo not given)	10	-0.2	0.6	-1.3	·	0	1	1	2	1.2
C/C(=N/N=C(/N)SCc1ccccc1)C(C)(C)C	-3	-0.1	-2.3	-1.1	3	8	0	-12	-3	0.1
CC(C)c1ccc2[nH]c3c(c2c1)CCCC3=O	0	-1.1	-0.6	3.8	0	-92	3	-7	6	-0.6
COc1cc(C2NCC(c3ccc(Cl)cc3Cl)c3c2[nH]c2ccccc32)cc(OC)c1OC (stereo not given)	0	-0.9	0.0	2.7	-2	0	-1	-13	5	2.3
O=C(/C=C/c1ccc2ccccc2n1)c1cc(Cl)ccc1O	1	-0.1	-0.2	2.7	13	-9	-4	-7	16	1.0
O=C(CN1C(=O)C2C3C=CC(C3)C2C1=O)N1CCc2ccccc2C1 (stereo not given)	2	0.2	0.6	4.0	-3	-1	-2	-20	1	-0.2
COc1ccc2c(c1)c1nc3ccccc3nc1n2Cc1ccc(OC)c(OC)c1	-1	-1.7	0.2	1.1	-5	-1	6	-10	-10	1.8
Cn1c2ccccc2c(=O)c2cc(C#CC3(O)CCCCC3)ccc21	-3	-3.1	1.6	2.3	-11	0	-1	6	11	1.7
C=C1CSc2nc(=O)c3c(C)c(C)sc3n21	-5	-1.0	·	·	·	-8	2	-5	0	1.9
Cc1cc(C)cc(NC(=O)C2CC(=O)n3ncnc3N2)c1 (stereo not given)	-6	-0.4	1.5	0.7	0	9	0	-7	4	-0.6
